# F508del corr – F508del CFTR correction, initial screen, CFBE line, single point | CFBE cells, YFP halide quenching; stimulated with forskolin plus potentiator P3; % fluorescence drop versus neutral controls | activity (quench increase), % at 7.58 µM | actives 0.36% (n = 350,000);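 active means mean added fluorescence quench of at least 8% versus neutral control, with both replicates also reaching 8%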;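 further: cells transiently co-express mutant CFTR-F508del with the halide-sensitive YFP; corrector assay measuring rescue of mutant channel to the surface after 24 h compound exposure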
# FN deposit inh – inhibitors of fibronectin matrix deposition, primary screen, AH1F cells, Alexa488-fibronectin fluorescence, plate reader; AH1F fibroblasts, overnight; inhibition, % at 12.6 µM; actives 0.086% (n = 350,000); AID 743247, 2014;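 active means mean inhibition across replicates of 30% or more, regardless of how many single replicates reach that level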;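 further: positive control wells lacked labelled fibronectin entirely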
#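 material = AH1F fibroblast monolayer depositing Alexa488-labelled fibronectin into matrix | amount = 10000 AH1F cells/well | buffer or medium = DMEM plus 2% serum, read in PBS | incubation = 1 h cell adhesion before compound, then overnight fibronectin incubation | detection = fluorescence at 485 nm excitation, 525 nm emission | evaluation = percent inhibition as loss of matrix-bound fibronectin fluorescence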
# C2C12 statin – suppressors of statin myotoxicity in C2C12 myotubes, primary screen, cell-based, single point, plate reader; C2C12 myotubes + simvastatin, ATP luminescence, 48 h; scaled: DMSO 0, geranylgeraniol control 100; rescue of ATP level, % at 7.49 µM; actives 0.78% (n = 330,000); AID 602340, 2012;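 active means mean ATP rescue above about 67%, or every replicate alone reaching that limit, limit read from the data, passing the limit was not always enough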;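 further: myotubes were challenged with 10 µM simvastatin during compound exposure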
# Cneo AK release – Cryptococcus neoformans cell lysis inducers, primary screen, AK release luminescence, single concentration | C. neoformans lysis, adenylate kinase release luminescence, 4 h; normalised: neutral wells 0, clomiphene wells 100 | actives 0.2% (n = 360,000) | lysis activity, % at 15 µM;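 active means mean lysis activity across replicates of at least 80%, whatever share of replicates individually reach that level; inactive means mean lysis activity below 80%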
#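 Material: C. neoformans cells; Schedule: 4 h static compound exposure, 37 °C, read 1 h post-reagent; Measured by: adenylate kinase release luminescence; Read-out: signal increase indicating cell lysis; Controls: Clomiphene as positive lysis control.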
# INS-1E GSIS act – GLuc luminescence reporter in INS-1E cells, primary screen for activators of glucose-dependent secretion of insulin. actives 0.61% (n = 370,000). INS-1E GLuc reporter insulin secretion, 2-3 h. activation, % at 16.6 µM;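 active means lowest replicate activation of at least 40%, so every replicate reaches that level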;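 further: 0% = median of neutral control wells and 100% = median of IBMX positive control wells; some compounds called inactive have numbers as strong as hits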
# PGC1a acetyl inh – inhibitors of PGC1a acetylation signal, primary screen, cell-based, U2OS, AlphaScreen, inhibitor mode. AlphaScreen anti-acetyl-lysine; with virally co-expressed GCN5 acetyltransferase. inhibition, % at 15.6 µM. actives 0.17% (n = 350,000). AID 651687, 2012;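 active means every replicate shows inhibition of at least 40%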;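 further: 0% = neutral control wells and 100% = positive control wells; some results beyond the cut were filed as inactive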
# miR122 inh – miR-122 Renilla sensor signal increase in Huh7, primary screen, miR-122 inhibitor project, cell-based, single point, plate reader; Huh7 miR-122 Renilla luciferase sensor, 48 h; neutral wells = 0, positive control = 100; activation (reporter increase), % at 12.5 µM; actives 0.3% (n = 340,000); AID 602342, 2012;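 active means mean replicate activation score at least 90 and every replicate individually at or above 90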;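 further: higher luciferase means less miR-122 activity so hits act as miR-122 inhibitors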
# PglD inh – C. jejuni PglD acetyltransferase inhibitors, primary screen, biochemical, DTNB colorimetric, single point. purified PglD enzyme, DTNB colorimetric CoA detection. AID 602405, 2012. actives 0.098% (n = 360,000). inhibition, % at 12.5 µM; in the data active means inhibition above about 16%, passing the limit was not always enough; further: strong numbers were not always called active
# Starred values were filed as active, the others as inactive; nt = no result given; [ ] = another dose, or the depositor's remark.
SMILES,C2C12 statin,F508del corr,INS-1E GSIS act,FN deposit inh,PGC1a acetyl inh,miR122 inh,Cneo AK release,PglD inh
COc1cccc(N(C(=O)Cn2nnc(-c3ccc(Cl)cc3)n2)C(C(=O)NCC2CCCO2)c2ccc(C)cc2)c1 (stereo unspecified),-5,0.9,0,0,nt,-16,0,1
CC1C=CCC2C(=O)N(c3cccc(C(=O)N4CCN(c5ccc(F)cc5)CC4)c3)C(=O)C12 (stereo unspecified),3,nt,-21,nt,-6,1,2,1
Cc1ccc(/C=C(\NC(=O)c2ccccc2)C(=O)NC2CCN(Cc3ccccc3)CC2)o1,7,-1.6,nt,0,nt,2,4,0
CS(=O)(=O)c1ccc(-c2nnn(CC(=O)N3CCCCC3)n2)cc1,4,-0.6,-6,-3,-8,-2,3,-6
CC(C)C(=O)Nc1ccc(Sc2ccc(F)cc2)cc1,9,nt,nt,-1,8,-18,-5,2
O=C(C[C@H]1C=C[C@@H](NC(=O)Cc2cccnc2)[C@H](CO)O1)NCc1ccc2c(c1)OCO2,-29,0.0,0,0,6,-3[16.7 µM],1,0
CCC1CCCCN1C(=O)CN1C(=O)CSC1=O (stereo unspecified),3,nt,nt,9,11,-2,-3,2
Cc1ccc(NC(=O)Cn2nnc(-c3ccccc3NC(=O)c3cccs3)n2)cc1,nt,nt,nt,nt,9,26,0,-1
Cc1cccc(-c2cc3nc(-c4ccccc4)cc(N4CCC5(CC4)OCCO5)n3n2)c1,nt,nt,nt,nt,2,2,-4,-3
O=C(COC(=O)/C=C/c1cn(-c2ccccc2)nc1-c1ccc2c(c1)OCCO2)NC1CCS(=O)(=O)C1 (stereo unspecified),12,1.6,15,nt,-11,-6,2,4
COc1ccc(-c2csc(=Nc3ccccc3)n2CCO)cc1,nt,0.1,-8,2,nt,16,1,-3
Cc1nn(-c2ccc(F)cc2)c2c1cc(C#N)c1nc3ccccc3n12,1,nt,nt,0,7,-9,-1,4

# Continued:
SMILES,C2C12 statin,F508del corr,INS-1E GSIS act,FN deposit inh,PGC1a acetyl inh,miR122 inh,Cneo AK release,PglD inh
COc1ccc(NC(=O)N(C)C[C@H]2OCCCC[C@H](C)Oc3ccc(NC(=O)c4ccncc4)cc3C(=O)N([C@@H](C)CO)C[C@@H]2C)cc1,nt,-0.2,-16,-5,25,31[16.7 µM],-51,7
CC(C)CC#Cc1ccc2c(c1)O[C@@H](CN(C)Cc1ccccc1F)[C@@H](C)CN([C@H](C)CO)S2(=O)=O,-1,1.1,-22,-2,-14,-1[16.7 µM],4,0
CCCC(=O)Nc1ccc2c(c1)C(=O)N(C)C[C@H](OC)[C@@H](C)CN(Cc1ccc(F)cc1)[C@H](C)CO2,1,-0.2,-15,-9,3,-2[16.7 µM],nt,nt
Cc1noc(C)c1C(=O)NCCc1c(C)[nH]c2ccccc12,-61,1.6,1,5,1,1,59,1
O=C(CNS(=O)(=O)c1ccccc1)OCC(=O)c1ccccc1Cl,3,1.9,-18,-11,6,-4,2,-4
Cn1c(=O)c(C(=O)CSc2ccccc2)c(N)n(Cc2ccccc2)c1=O,nt,-1.6,-2,-1,-4,nt,nt,nt
COc1ccccc1-c1cnc2c(c1)C(=O)N([C@@H](C)CO)C[C@@H](C)[C@H](CN(C)Cc1ccc(F)cc1)O2,-11,-2.5,8,12,-20,1[16.7 µM],-2,2
C[C@H](NC(N)=O)C(=O)N1CCN(S(=O)(=O)c2ccc3ccccc3c2)CC1,-7,-1.3,-6,-3,nt,nt,1,-2
O=c1[nH]cc([N+](=O)[O-])cc1Br,nt,nt,5,0,2,2,-1,1
O=C1Nc2cc(Cl)ccc2C1(N1CCNCC1)C(F)(F)F (stereo unspecified),-3,nt,nt,-3,-1,-4,0,-1
Cc1ccc(NC(=O)CCCN2C(=O)c3cccc4cccc(c34)C2=O)cc1,nt,nt,4,3,1,0,8,8
Oc1c(C(c2ccco2)N2CCC3(CC2)OCCO3)sc2ncnn12 (stereo unspecified),-11,-1.0,12,6,-10,-3,0,-8

# Next section
SMILES,C2C12 statin,F508del corr,INS-1E GSIS act,FN deposit inh,PGC1a acetyl inh,miR122 inh,Cneo AK release,PglD inh
C[C@H](CO)N1C[C@H](C)[C@@H](CN(C)S(=O)(=O)c2ccc(F)cc2)OCCCC[C@H](C)Oc2ccc(NS(=O)(=O)c3cn(C)cn3)cc2C1=O,nt,-1.1,20,-11,-5,35[16.7 µM],0,2
CN1CCN(C(=O)CCn2nc(-c3ccccc3)c3ccccc3c2=O)CC1,nt,nt,nt,nt,1,-2,2,-6
O=C(Nc1ccc2c(c1)[C@H]1C[C@H](CC(=O)N3CCCCC3)O[C@@H](CO)[C@H]1O2)NC1CCCC1,-6,2.7,6,-3,0,-3[16.7 µM],5,-1
CN(C)C(CNC(=O)c1ccc(S(=O)(=O)Nc2ccccc2F)cc1)c1ccco1 (stereo unspecified),-4,3.4,2,-9,-2,-9,-2,0
CCOc1ccc(C(=O)N2CCCN(C(=O)c3ccc(OCC)cc3)CC2)cc1,10,1.2,-6,nt,5,-2,0,-2
CC(=O)N[C@H]1CC[C@H](CCNC(=O)C2CCC2)O[C@@H]1CO,-1,3.8,15,-6,-20,nt,101*,2
CCN1C(=O)c2ccc(C(=O)NCc3ccccc3)cc2C1=O,5,nt,nt,nt,-8,0,-1,-1
CC(C)c1ncc(C(O)c2ccccc2)n1C (stereo unspecified),-2,-15,-2,11,3,-5,nt,nt
Cc1ccccc1NC(=O)CN1C(=O)NC2(CCc3ccccc32)C1=O (stereo unspecified),8,-1.5,-3,-1,-1,-9,-3,10
Cc1ccc(S(=O)(=O)Nc2cccc3c2O[C@@H](CN(C)Cc2ccc(-c4ccccc4)cc2)[C@@H](C)CN([C@H](C)CO)C3=O)cc1,21,-1.9,-16,nt,2,2[16.7 µM],51,0
CN1c2ccc(-c3ccc(C#N)cc3)cc2[C@H]2[C@H](CCN2S(=O)(=O)c2ccc(F)cc2)[C@@H]1CO,-24,7.5,16,1,8,4[16.7 µM],46,-1
COc1cccc(NC(=O)[C@@H]2CCCN2C(=O)[C@@H]2Cc3ccccc3CN2C(=O)OC(C)(C)C)c1,0,0.9,-34,3,5,2,1,-1

# (listing goes on)
SMILES,C2C12 statin,F508del corr,INS-1E GSIS act,FN deposit inh,PGC1a acetyl inh,miR122 inh,Cneo AK release,PglD inh
Cc1cc(OCC(=O)Nc2cccc(S(=O)(=O)N3CCCCC3)c2)ccc1Cl,-8,-4.7,15,5,8,2,-2,-1
CC1(C)OC(C)(C)/C(=C/Nc2ccc(O)cc2)C1=O,nt,nt,6,4,5,-1,8,18
COc1ccc(C(CNC(=O)c2ccc(OC)c(S(=O)(=O)N3CCCC3)c2)N2CCCC2)cc1 (stereo unspecified),1,-1.3,10,-4,8,3,1,-6
O=C(NNC(=O)c1cc2c(s1)CCCC2)c1ccccc1,-2,2.6,0,7,3,0,nt,nt
CC(=O)Oc1ccc(/C=N/NS(=O)(=O)c2ccccc2)cc1,7,-2.7,-11,2,3,5,-1,-3
CCCCN(CCCC)S(=O)(=O)c1ccc2oc(C(=O)N3CCOCC3)c(C)c2c1,5,nt,-36,7,-102,15,1,-1
CSc1ccc(Cn2c(C)c(C(=O)NCCC#N)sc2=O)cc1,2,-1.2,4,7,nt,nt,-1,4
Cc1ccc(S(=O)(=O)N2CCOCC2)cc1NC(=O)CN1C(=O)NC(C)(c2ccc(Cl)cc2Cl)C1=O (stereo unspecified),21,-0.6,-4,0,-1,-6,1,3
O=C(CCCn1c(=O)c2sccc2n(CC(=O)OCc2ccccc2)c1=O)NCc1ccco1,5,nt,5,nt,-8,nt,0,0
COCC(=O)Nc1ccc2c(c1)C(=O)N(C)C[C@H](OC)[C@@H](C)CN(C(=O)CC1CC1)[C@H](C)CO2,6,-0.7,20,-1,3,-1[16.7 µM],54,0
O=C(COC(=O)/C=C/c1ccco1)Nc1cc(S(=O)(=O)N2CCOCC2)ccc1Cl,-7,-4.0,nt,-4,1,2,0,1
COc1ccc(NC(=O)Nc2ccc3c(c2)C(=O)N([C@@H](C)CO)C[C@@H](C)[C@@H](CN(C)C(=O)Nc2ccc(OC)cc2)OCCCC[C@H](C)O3)cc1,nt,0.7,-34,-1,-28,5[16.7 µM],-2,6

# Going on with the list.
SMILES,C2C12 statin,F508del corr,INS-1E GSIS act,FN deposit inh,PGC1a acetyl inh,miR122 inh,Cneo AK release,PglD inh
COC(=O)c1nnn(CC(=O)NC(=O)Nc2ccccc2)c1C(=O)OC,nt,nt,-2,nt,14,0,0,4
CCc1cc(=O)oc2cc(OCc3nn[nH]n3)ccc12,0,nt,nt,-3,-1,-7,6,-9
CCNc1nc2c(c(=O)[nH]c(=O)n2C)n1CCCc1ccccc1,18,2.2,6,8,7,-6,0,1
CN1C(=O)c2ccc(NC(=O)C3CC3)cc2C1=O,-5,-3.3,7,nt,0,-4,-1,-2
COc1ccc(C(=O)Nc2nnc(-c3ccccc3)s2)cc1,4,1.5,16,-1,-2,6,0,-4
CC(=O)c1cc(C#N)c(N2CCOCC2)nc1C,0,3.3,9,-9,-8,14,0,-3
CC(C)(C)c1ccc(OCC(=O)NNC(=O)c2cccnc2)cc1,nt,3.5,-10,3,-6,-3,nt,nt
O=C1c2ccccc2C(=O)c2[nH]cnc21,-1,-2.5,-1,1,nt,nt,0,-1
COc1ccc(OC(=O)N(C)C[C@@H]2OCc3cn(nn3)CCCC(=O)N([C@@H](C)CO)C[C@@H]2C)cc1,8,-1.8,5,-4,0,4[16.7 µM],64,-3
Cc1ccc(-n2nnnc2-c2cnc3ccc(Cl)cc3c2-c2ccccc2)cc1,-17,nt,nt,1,3,3,6,2
CCC(C(=O)NCc1ccc(F)cc1)n1nc(C)n2c(cc3occc32)c1=O (stereo unspecified),9,-1.7,-9,12,6,nt,4,7
Cc1cccc(C(C)(C)C)c1OCCN1CCCC1,5,0.3,-5,4,-6,-5,-1,2

# More results follow:
SMILES,C2C12 statin,F508del corr,INS-1E GSIS act,FN deposit inh,PGC1a acetyl inh,miR122 inh,Cneo AK release,PglD inh
c1ccc(C2=Nn3c(nnc3-c3cccs3)SC2)cc1,13,-2.3,-2,9,1,5,nt,nt
CCCCN(C)C(=O)c1[nH]c(C(F)(F)F)nc1-c1ccccc1,5,-3.2,4,2,-10,-4,1,10
Cc1ccccc1CS(=O)(=O)CCC(=O)O,nt,3.2,-2,19,-3,nt,nt,nt
CCOC(=O)Cc1c[nH]c2ccccc12,nt,nt,nt,nt,7,2,0,3
O=C(CCCOc1ccc(Cl)cc1Cl)N1CCCc2ccccc21,nt,nt,21,nt,11,-1,2,5
O=C(c1ccc2c(c1)OCO2)N1CC2(C1)[C@H](c1ccccc1)[C@H](CO)N2C(=O)C1CC1,nt,-1.4,1,-6,2,nt,nt,nt
C[C@@H]1CN([C@H](C)CO)C(=O)c2cc(NC(=O)Cc3ccccc3)ccc2O[C@@H](C)CCCCO[C@@H]1CN(C)Cc1ccccc1,nt,0.2,-29,-5,-16,-2[16.7 µM],8,-2
CN(CCc1ccccc1)C1CCCN(S(=O)(=O)c2cccc(F)c2)C1 (stereo unspecified),-13,0.9,2,4,-8,7,-1,-2
CC(C)NC(=O)Nc1ccc2c(c1)CC(=O)N([C@@H](C)CO)C[C@H](C)[C@@H](CN(C)CC1CCCCC1)O2,-10,-1.5,1,nt,nt,9[16.7 µM],1,-1
